# TRPV1 agonist = HTS Assay for Compounds that Act as Agonists of the Vanilloid Receptor 1; Transient receptor potential cation channel subfamily V member 1 (Homo sapiens), Q8NER1; TRPV1-expressing cells, Fluo-8 calcium influx, agonist mode; activation, % at 8.33 µM; 0.19% of 320,000 active; AID 540275, 2011; in the data active = activation above about 80%; inconclusive = between about 30% and that limit; note: 0% is about no effect
#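 Cells expressing TRPV1 were dye-loaded with Fluo-8 and read kinetically: 10 s baseline, 3 min after compound (agonist portion), then 2 min after EC20 capsaicin (allosteric enhancer portion). Calcium-bound dye fluorescence at 480/520 nm.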
# CXXC DNA block = qHTS Fluorescence Polarization Assay for Inhibitors of MLL CXXC domain - DNA interaction; MLL-CXXC / FITC-HOXA9 DNA fluorescence polarization; Potency, µM (titrated, usually from 115 µM), for inactives: top-dose activity change, negative = inhibition, usual class: inhibitors; 0.037% of 290,000 active; active = well fitted inhibition curve with a large enough effect in the polarisation, with a control signal flat, not every such curve was filed as active; inconclusive = small, poorly fitted or top-dose-only effect, or effect the other way, or a change in a side signal; inactive = no such curve, though single readings can be large or run the other way; the % refers to the polarisation; note: potency is the fitted concentration of half-maximal effect
#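 Steps: dispense CXXC domain solution (7 uM) → pin compounds or unlabeled HOX-A9 DNA control → 5 min ambient → add FLSN-HOX-A9 solution (50 nM) → spin → 30 min ambient → fluorescence polarization. Tris pH 7.5/NaCl/DTT/BSA buffer.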
# A-T KAP1 phos = qHTS Assay for Identifying a Potential Treatment of Ataxia-Telangiectasia | Potency, µM (top dose mostly 57.5 µM), without a hit: at the top dose activation, most hits filed as activators | 0.19% of 320,000 active | […] A-T fibroblasts, KAP-1 phosphorylation AlphaLISA; neocarzinostatin DNA damage 30 min before lysis | AID 485349, 2010; note: potency is the fitted concentration of half-maximal effect; % of control where 0% means no effect; nearly all actives have a fitted effect of over 45% in size
#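 hTERT-immortalized A-T patient fibroblasts ([…]), 500 cells/well in OPTI-MEM, 1% FBS, got compounds for 60 min, then NCS for 30 min at 37C. Lysates were then assayed for phospho-KAP-1 by AlphaLISA (anti-pKAP1 donor, anti-KAP1 acceptor beads), 6 hr at 25C.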
# MBNL1-CUG inh = qHTS Assay for Inhibitors of MBNL1-poly(CUG) RNA binding; TR-FRET MBNL1-His/biotin-(CUG)12 binding, 665/545 ratio; 0.036% of 280,000 active; Potency, µM (highest dose often 57.5 µM), for inactives: top-dose activity change, negative = inhibition, most hits filed as inhibitors; Muscleblind-like protein 1 (Homo sapiens), Q9NR56; active = well fitted inhibition curve with a large enough effect in the signal ratio, with a control signal flat, not every such curve was filed as active; inconclusive = small, poorly fitted or top-dose-only effect, or effect the other way, or a change in a side signal; inactive = no such curve, though single readings can be large or run the other way; the % refers to the signal ratio; note: potency is the fitted concentration of half-maximal effect; % is set by controls: 0 for no effect and ±100 for the full control effect
#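 TR-FRET readout: Ex 340 nm, 665/545 nm emission ratio, normalized to buffer-only (basal) and MBNL1-(CUG)12 controls. Complex of MBNL1-His with Biotin-(CUG)12, compounds 92 nM–58 uM, incubated 60 min at room temperature.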
# hERG WT inh = qHTS for Inhibitors of KCHN2 3.1: Wildtype qHTS; Voltage-gated inwardly rectifying potassium channel KCNH2 (Homo sapiens), Q12809; U2OS, BacMam KCNH2, thallium flux FluxOr; active compounds read low; activity change, % at 1.84 µM; 0.37% of 340,000 active; AID 720551, 2013;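 active = maximum activity change below -70%; inconclusive = maximum activity change between -70% and -50%; inactive = maximum activity change above -50%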; note: % is set by controls: 0 for no effect and ±100 for the full control effect
#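 U2OS cells were transduced with wild-type KCNH2 virus (2.03 x 10^8 / mL) for 4 h at room temperature, then cultured overnight at 37 C. Thallium flux was read with FluxOr dye. Rate constants were normalized to DMSO controls.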
# S-ASM inh = Inhibitors of Secretory Acid Sphingomyelinase (S-ASM): qHTS | placental ASM, HMU-PC fluorogenic substrate, 60 min | Potency, µM (series often up to 57.5 µM), without a hit: top-dose activity change, negative = inhibition, usual class: inhibitors | 0.006% of 340,000 active | AID 504937, 2011; note: potency is the fitted concentration of half-maximal effect
# Target sequence (P17405 47-631 limits assumed): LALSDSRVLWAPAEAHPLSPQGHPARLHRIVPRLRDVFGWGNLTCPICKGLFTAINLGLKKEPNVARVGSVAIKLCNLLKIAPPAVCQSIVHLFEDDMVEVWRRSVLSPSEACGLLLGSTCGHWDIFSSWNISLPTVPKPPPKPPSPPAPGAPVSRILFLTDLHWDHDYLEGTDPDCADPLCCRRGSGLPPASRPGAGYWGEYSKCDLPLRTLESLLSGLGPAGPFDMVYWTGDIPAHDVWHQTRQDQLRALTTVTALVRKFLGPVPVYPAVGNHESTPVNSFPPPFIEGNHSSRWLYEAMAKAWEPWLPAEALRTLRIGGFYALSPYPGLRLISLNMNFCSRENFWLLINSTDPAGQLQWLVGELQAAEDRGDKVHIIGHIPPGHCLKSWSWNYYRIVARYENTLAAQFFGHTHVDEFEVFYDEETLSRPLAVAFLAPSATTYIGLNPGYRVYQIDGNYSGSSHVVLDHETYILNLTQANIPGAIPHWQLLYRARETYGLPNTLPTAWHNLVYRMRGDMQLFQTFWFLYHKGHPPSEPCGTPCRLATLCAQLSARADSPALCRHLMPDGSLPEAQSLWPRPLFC
#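 Steps: dispense placental human ASM, pin compound, wait 10 min at room temperature, add HMU-PC0 substrate at 9 uM final, incubate 60 min at 37 °C, add stop solution raising pH to 10, read fluorescence.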
# KCNH2 3.1 inh = qHTS for Inhibitors of KCHN2 3.1: Mutant qHTS; Potassium voltage-gated channel subfamily H member 2, brain isoform KCNH2 3.1 (human); U2OS KCNH2 3.1, thallium flux FluxOr; active compounds read low; activity change, % (tested at about 1.8 µM); 0.95% of 340,000 active;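 active = maximum activity change below -70%; inconclusive = maximum activity change from -70% to -50%; inactive = maximum activity change above -50%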;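 note: thallium influx rate constant from kinetic fluorescence after stimulation buffer; % is set by controls: 0 for no effect and ±100 for the full control effect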
#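 Channel expression came from 3.1 mutant virus (1.77 x 10^8 /mL) applied to suspended U2OS cells for 4 h. Flux was tracked with FluxOr dye plus Red40 quencher, and kinetic rate constants normalized to controls.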
# GALK inhibitor = qHTS Assay for Inhibitors of Human Galactokinase (GALK); Purified GALK, Kinase-Glo residual ATP luminescence; Potency, µM (doses to about 57.5 µM), for the others: at the highest dose activity change, negative = inhibition, most hits filed as inhibitors; 0.007% of 270,000 active; note: potency is the fitted concentration of half-maximal effect; % is set by controls: 0 for no effect and ±100 for the full control effect
# Target sequence (P51570 whole entry, looked up): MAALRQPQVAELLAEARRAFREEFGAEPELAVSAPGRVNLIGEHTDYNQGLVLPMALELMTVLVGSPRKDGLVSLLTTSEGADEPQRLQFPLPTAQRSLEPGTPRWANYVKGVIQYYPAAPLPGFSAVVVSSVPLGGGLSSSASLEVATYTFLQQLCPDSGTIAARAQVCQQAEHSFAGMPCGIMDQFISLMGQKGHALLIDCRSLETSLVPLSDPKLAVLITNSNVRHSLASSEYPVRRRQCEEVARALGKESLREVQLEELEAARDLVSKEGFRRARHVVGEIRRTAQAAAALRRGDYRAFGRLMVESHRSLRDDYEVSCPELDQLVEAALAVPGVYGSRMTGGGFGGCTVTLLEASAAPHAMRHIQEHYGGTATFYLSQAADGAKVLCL
#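 Quantitative HTS: GALK 5 nM, ATP 35 uM, galactose 100 uM, 1 h room temperature, then luciferase-based ATP detection.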
# Coupling enz = qHTS Assay for Inhibitors of Fructose-1,6-bisphosphate Aldolase from Giardia Lamblia: Coupling assay counterscreen; coupling enzyme system counterscreen, AmpLite Red fluorescence; AID 2472, 2010; 0.67% of 290,000 active; activity change, negative = inhibition, % at 58.2 µM, hits read low; in the data active = activity change below about -30%; note: % is set by controls: 0 for no effect and ±100 for the full control effect
#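 Final compound at 57.5 uM, incubated 10 min at RT with coupling enzyme reagent (glyceraldehyde-3-phosphate), then 20 min with substrate and AmpLite Red detection. Fluorescence read at 525/598 nm; tests interference with the coupling assay, not aldolase inhibition.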
# a7 integrin act = qHTS for Activators of Integrin-Mediated Alleviation for Muscular Dystrophy; Potency, µM (series often up to 38.3 µM), for inactives: top-dose activation, actives largely listed as activators; 0.064% of 350,000 active; AID 624291, 2012; alpha7betagal myoblasts, beta-gal FDG fluorescence, 48 h;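 note: potency is the fitted concentration of half-maximal effect; 100% = response of the positive control SU9516; nearly all actives have a fitted effect of over 60% in size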
#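 alpha7betagal+/- myoblasts (passage 13, 250/well) treated 48 h at 37C with compounds at 1:260 dilution of DMSO stock. Lysed, then beta-galactosidase activity read as FDG fluorescence (ex 480/em 540) after 30 min, with pre-read for autofluorescence.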
# * marks the source's active call; other numbers are inactive results; ? = inconclusive; · = no result given; [ ] = dose if it differs, or a comment. Unless noted, calls come from the whole dose curve; as a rule, active = well fitted curve in the direction sought with a large enough effect; inconclusive = small, poorly fitted or top-dose-only effect, or another doubt; inactive = no such curve, though single readings can be large; an effect the other way counts as inactive or inconclusive.
SMILES,TRPV1 agonist,CXXC DNA block,A-T KAP1 phos,MBNL1-CUG inh,hERG WT inh,S-ASM inh,KCNH2 3.1 inh,GALK inhibitor,Coupling enz,a7 integrin act
COCCCNC(=O)c1c[nH]c2ccc(S(=O)(=O)N3CCc4ccccc43)cc2c1=O,7.9,23.2%,-0.9%,-18.1%,3.2,-19.0%,5.7,-0.4%,0.5,2.3%
O=C(Nc1nccs1)c1cccc(S(=O)(=O)N2CCOCC2)c1,-0.1,7.8%,11.8%,2.6%,4.2,0.1%,1.7,6.0%,-0.5,29.1%
c1csc(C2Nc3cccc4cccc(c34)N2)c1,5.0,3.1%,-2.2%,13.6%,-29.7,-7.4%,-6.7,1.1%,-19.7,-18.6%
CC(=O)Oc1ccc2c(c1)OC(c1ccccc1)CC21CC(C)(C)NC(=O)N1 (stereo not drawn),?,11.6%,7.2%,-9.4%,-3.4,0.9%,0.1,·,3.9,-4.5%
COc1ccc(C)cc1Nc1n[n+](-c2ccccc2)c(-c2ccc(SC)cc2)s1,0.4,?,-3.2%,43.2%[activator],-2.2,-1.1%,-0.9,·,-0.3,0.0%
COc1ccc(OCc2cc(C(=O)N(C)Cc3cc(C4CC4)n[nH]3)no2)c(Cl)c1,26.8,?,9.4%,-6.8%,2.3,-2.0%,8.7,3.3%,2.5,-6.8%
CC(C)OCCCNC(=O)c1ccc2c(c1)S(=O)(=O)c1ccccc1C2=O,-0.2,18.8%,-6.0%,?,-1.3,-1.1%,8.4,6.0%,·,-10.2%
O=c1oc2ccccc2cc1-c1csc(Nc2ccc(O)cc2)n1,?,8.9%,-2.4%,18.8%,0.5,-24.2%,5.5,1.1%,-5.0,-1.0%
COCCn1c(SCC(=O)Nc2cc(C)on2)nc2ccccc21,1.6,-6.3%,-0.4%,-0.9%,-5.4,-1.3%,-26.8,12.6%,0.5,-5.5%
Cc1ccc(C)c(N2CCN(C(=O)Cn3c(=O)oc4cc(S(=O)(=O)N5CCCC5)ccc43)CC2)c1,0.0,19.7%,-5.4%,4.7%,-2.1,-1.1%,6.3,·,-3.5,-9.9%
Cc1ccc(-c2nnc(N3CCOCC3)c3ccccc23)cc1S(=O)(=O)NCC1CCCO1 (stereo not drawn),14.1,-11.3%,-2.1%,16.7%,4.0,0.8%,10.7,5.8%,3.3,-40.6%
CN(C)CCNC(=S)Nc1ccc(Cl)cc1Cl,-2.4,3.5%,5.2%,-6.7%,39.9,2.0%,10.8,1.3%,0.0,-47.3%
COc1cccc(OC)c1C(=O)NC(=S)Nc1ccc2c(c1)OCCO2,0.1,-2.4%,-0.5%,-5.4%,1.6,-0.9%,7.5,9.7%,0.1,-32.6%
CN(C(=O)c1cc([N+](=O)[O-])ccc1N1CCCC1)C1CCCCC1,28.6,3.0%,-0.1%,?,-15.7,-11.4%,-9.9,-4.1%,·,?
COc1cc(/C=C(\C#N)c2nc(-c3cc4ccccc4oc3=O)cs2)ccc1O,4.2,28.0%,1.4%,-7.7%,-16.7,-21.7%,-21.3,0.1%,2.3,5.1%
O=C(NC1CCCC1)c1ccc(Br)o1,0.2,4.4%,1.7%,-1.1%,2.9,0.1%,-5.4,-1.7%,2.1,-16.6%
O=C(NCc1cccnc1)C(=O)NCC(c1ccco1)N1CCOCC1 (stereo not drawn),1.5,2.9%,6.2%,-8.5%,0.4,1.0%,11.6,1.1%,3.8,17.8%
COc1cc(C(=O)Nc2cc(C(F)(F)F)ccc2N2CCOCC2)ccc1OCC(=O)N1CCOCC1,19.0,·,1.9%,·,?,-3.6%,-18.7,·,·,-7.5%
CCOC(=O)c1sc(NC(=O)c2cc3c(C)nn(-c4ccccc4)c3s2)nc1C,4.9,5.2%,-5.0%,-0.4%,·,·,·,0.5%,2.0,·
CC1=Nc2ccccc2/C1=C/c1c(N)n2c(S(=O)(=O)C(C)C)nsc2nc1=O,0.2,6.5%,-7.1%,?,2.8,15.9%,4.2,0.6%,8.8,-9.2%
COc1ccc(C(=O)Cn2cnc3ccccc3c2=O)cc1,1.0,-2.9%,-6.1%,-0.9%,5.0,2.8%,16.2,2.4%,0.2,7.4%
O=C(Nc1ccnn1C1CCN(CCCc2ccccc2)CC1)c1ccccc1,2.4,3.3%,-5.0%,?,?,-0.4%,-84.7*,4.0%,·,21.4%
CC(C)CC(C(=O)Nc1cccc(O)c1)N1C(=O)c2ccccc2C1=O (stereo not drawn),?,2.7%,-0.3%,0.4%,8.5,-7.2%,-9.3,-0.7%,-0.1,30.2%
CC12CCC(C(=O)OC3CCCCC3)(OC1=O)C2(C)C (stereo not drawn),-0.7,-0.5%,5.0%,2.2%,18.5,3.3%,-2.9,-3.4%,0.6,0.0%
CCOC(=O)CC1=C(C#N)C(c2cccnc2)C(C(=O)OCC)=C(N)O1 (stereo not drawn),-0.5,-16.4%,-1.6%,-5.0%,-16.3,2.1%,1.4,1.1%,6.5,-9.1%
CC(=O)Nc1ccc(/C(C)=N/NS(=O)(=O)c2ccccc2)cc1,-0.5,-0.7%,-12.9%,·,-10.9,1.4%,?,-1.4%,5.0,29.4%
CC1Cc2ccccc2N1C(=O)Cn1nc(C(=O)O)c2ccccc2c1=O (stereo not drawn),-1.3,-0.5%,-0.9%,?,3.0,-2.9%,-11.7,-0.3%,6.5,25.3%
CC(=O)Nc1ccc(NC(=O)CN2CCCC(C)C2)c(Cl)c1 (stereo not drawn),21.4,-2.8%,-0.1%,-11.2%,-0.4,1.3%,-1.1,0.0%,3.4,18.5%
CNc1nc(N)c(C(=O)Nc2cc(C)on2)s1,0.3,8.8%,-2.5%,5.8%,-9.7,2.4%,0.2,-2.8%,2.6,20.1%
Cc1ccc(SCc2ccc(C(=O)NCc3ccncc3)cc2)cc1,-1.0,3.3%,21.6%,-11.7%,6.6,-5.5%,-14.0,-0.7%,0.6,-2.4%
O=C1CN(C(=O)c2ccccc2F)c2ccccc2N1,0.7,3.9%,0.3%,-9.7%,9.7,4.1%,16.9,-1.6%,-0.5,-10.5%
O=C(CC(=O)N1CCOCC1)N1CCOCC1,·,·,·,·,-6.2,5.2%,-8.7,·,·,4.0%
COc1ccc(Br)cc1/C=C/C(=O)c1ccc(NC(C)=O)cc1,-2.9,19.4%,?,-10.2%,-14.8,-3.5%,-14.5,-6.6%,-0.9,-61.7%[inhibitor]
CC(=O)C1C(c2ccc(F)cc2)C2C(C)=NN=C2CC1(C)O (stereo not drawn),-10.5,0.1%,4.1%,·,-12.2,2.6%,-17.4,0.4%,6.5,-11.0%
Cc1cnc(NC(=O)c2ccc3c(c2)C(=O)N(Cc2cccnc2)C3=O)s1,?,3.4%,-2.4%,?,6.0,-1.7%,13.3,-3.5%,1.6,23.3%
O=C(Cn1cccc1C(=O)c1ccccc1)NCCc1ccc(Cl)cc1,5.8,-1.1%,9.6%,0.2%,8.6,1.5%,-5.4,4.0%,·,28.7%
Cc1cc(C)cc(-n2nnnc2-c2cn(C)nc2C(F)(F)F)c1,4.1,-3.5%,11.0%,-11.6%,23.5,-0.1%,-2.6,-3.9%,-2.9,-25.3%
CCc1cc2c(=O)n(CC(=O)NC3CCCCC3)cnc2s1,2.8,-6.9%,-12.1%,0.4%,9.1,-4.1%,9.8,2.9%,·,-18.8%
COC(c1ccccc1)c1nnc(CCC(=O)N(C)C(C2CC2)C2CC2)o1 (stereo not drawn),0.8,-7.6%,1.3%,-6.5%,-4.8,-1.4%,-15.8,0.3%,3.1,-2.0%
Cc1ccc(N=Cc2ccc(O)cc2O)cc1F,1.3,-7.2%,-4.8%,-3.4%,2.3,-2.2%,8.7,-1.8%,-19.2,-16.0%

# Record cards (already shown). Order of screens: TRPV1 agonist | CXXC DNA block | A-T KAP1 phos | MBNL1-CUG inh | hERG WT inh | S-ASM inh | KCNH2 3.1 inh | GALK inhibitor | Coupling enz | a7 integrin act
# `Cc1ccc(N=Cc2ccc(O)cc2O)cc1F` reads 1.3 | -7.2% | -4.8% | -3.4% | 2.3 | -2.2% | 8.7 | -1.8% | -19.2 | -16.0%
# `CC1Cc2ccccc2N1C(=O)Cn1nc(C(=O)O)c2ccccc2c1=O` (stereo not drawn) reads -1.3 | -0.5% | -0.9% | ? | 3.0 | -2.9% | -11.7 | -0.3% | 6.5 | 25.3%

# Outcome played no part in choosing rows. Share with any hit: about 2%.
